# RORg inh: ROR gamma (mouse) transcription inhibition; P51450; Drosophila S2 Gal4-RORgamma UAS-luciferase reporter, 20 h; Potency, µM (doses to about 53.6 µM), without a hit: at the top dose activity change, negative = inhibition, most hits filed as inhibitors; 310,000 compounds, 5.4% hits; AID 2551; further: on the % scale 0 is the no-effect control and ±100 the full control effect; nearly all actives have a fitted effect of over 60% in size
# Target sequence (P51450 whole entry, looked up, the tested form may be a part): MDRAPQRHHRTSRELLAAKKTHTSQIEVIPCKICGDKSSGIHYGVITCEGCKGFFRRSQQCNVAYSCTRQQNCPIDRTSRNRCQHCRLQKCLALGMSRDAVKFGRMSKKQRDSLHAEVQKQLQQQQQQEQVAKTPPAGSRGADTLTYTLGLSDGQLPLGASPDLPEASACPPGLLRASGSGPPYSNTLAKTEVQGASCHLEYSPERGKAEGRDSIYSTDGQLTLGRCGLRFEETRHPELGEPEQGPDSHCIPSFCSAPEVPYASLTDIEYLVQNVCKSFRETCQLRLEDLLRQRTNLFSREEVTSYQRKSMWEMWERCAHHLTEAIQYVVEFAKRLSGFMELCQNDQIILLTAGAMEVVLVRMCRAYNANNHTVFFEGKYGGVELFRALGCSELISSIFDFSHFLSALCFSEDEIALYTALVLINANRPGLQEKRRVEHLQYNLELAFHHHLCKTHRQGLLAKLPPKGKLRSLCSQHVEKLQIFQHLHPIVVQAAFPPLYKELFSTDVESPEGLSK
#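 Using a luciferase readout, inhibitors were identified by reduced reporter activity in Drosophila cells coexpressing a copper-inducible Gal4–ROR gamma fusion and UAS-driven Photinus luciferase, incubated 20 hr after 700 uM copper sulfate.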
# uPA generation: inhibitors of cell surface uPA generation; 330,000 compounds, 0.31% hits; AID 540303; Potency, µM (series often up to 38.3 µM), for inactives: top-dose activity change, negative = inhibition, most hits filed as inhibitors; cell surface uPA generation assay, qHTS; active means well fitted inhibition curve with a large enough effect; inconclusive means small, poorly fitted or top-dose-only effect; inactive means no such curve, though single readings can be large or run the other way; tested in mouse RAW 264.7 cells; further: on the % scale 0 is the no-effect control and ±100 the full control effect; nearly all actives have a fitted effect of over 55% in size
# BRCA1 expr up: increases BRCA1 expression; Potency, µM (highest dose often 46.1 µM), for the others: at the highest dose activation, actives largely listed as activators; MCF7-BRCA1-FFLuc reporter, luminescence, 48 h; response scale: scaled: vehicle 0%, 10 µM genistein 100%; AID 624202; 380,000 compounds, 1.1% hits; further: nearly all actives have a fitted effect of over 80% in size; some results filed as inactive show a strong effect at the top dose
#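 Activators of BRCA1 expression were detected as increased firefly luciferase luminescence in engineered MCF7 cells after 48 h compound incubation. Signals were scaled to genistein 10 microM as full activation.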
# Rab9 prom act: activators of Rab9 promoter; Huh7 Rab9 promoter-luciferase reporter, luminescence, 24 h; Potency, µM (doses to about 9.22 µM), without a hit: at the highest dose activation, negative = inhibition, actives largely listed as activators; 320,000 compounds, 2.8% hits; AID 485297; further: % of control where 0% means no effect; nearly all actives have a fitted effect of over 60% in size
#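 Huh7 cells stably carrying a Rab9 promoter-luciferase reporter, 1500 cells per well in OP-MEM I with 10% FBS, treated with compound 24 hours at 37C. Luciferase activity read by luminescence after 10 minutes with Amplite reagent.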
# MBNL1 CUG block: MBNL1-poly(CUG) RNA binding inhibition; Q9NR56; 280,000 compounds, 0.036% hits; Potency, µM (highest dose often 57.5 µM), for inactives: at the top dose activity change, negative = inhibition, actives largely listed as inhibitors; AID 2675; TR-FRET MBNL1-His/biotin-(CUG)12 binding, 665/545 ratio; active means well fitted inhibition curve with a large enough effect in the signal ratio, with a control signal flat, not every such curve was filed as active; inconclusive means small, poorly fitted or top-dose-only effect, or effect the other way, or a change in a side signal; inactive means no such curve, though single readings can be large or run the other way; the % refers to the signal ratio; further: on the % scale 0 is the no-effect control and ±100 the full control effect
# Target sequence (Q9NR56 whole entry, looked up): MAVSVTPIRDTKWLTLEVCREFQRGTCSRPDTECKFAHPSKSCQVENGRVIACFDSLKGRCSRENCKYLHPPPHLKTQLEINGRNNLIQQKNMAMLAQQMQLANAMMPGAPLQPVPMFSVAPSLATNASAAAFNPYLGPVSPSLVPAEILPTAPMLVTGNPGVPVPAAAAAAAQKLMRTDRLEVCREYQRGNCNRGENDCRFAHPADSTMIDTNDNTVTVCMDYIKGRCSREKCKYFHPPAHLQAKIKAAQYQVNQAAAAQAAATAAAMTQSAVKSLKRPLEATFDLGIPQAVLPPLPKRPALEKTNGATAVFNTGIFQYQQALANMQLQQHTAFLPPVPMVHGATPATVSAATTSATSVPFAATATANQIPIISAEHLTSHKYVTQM
#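 TR-FRET between His-tagged MBNL1 and biotin-(CUG)12 RNA, detected with Tb anti-His antibody (0.055 ng/ul) and streptavidin-XL665 (5 nM), 60 min at room temperature. Compounds titrated 92 nM to 58 uM; 665/545 nm ratio normalized to buffer and complex controls.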
# ELG1 genotoxic: inducers of genotoxicity in HEK293T ELG1-luciferase cells; HEK293T ELG1-luciferase reporter, luminescence, 16 h; Potency, µM (highest dose often 46 µM), for the others: at the top dose activity change, positive = activation, usual class: activators; 330,000 compounds, 1.3% hits; further: % of control where 0% means no effect; nearly all actives have a fitted effect of over 60% in size
#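 Cells (2,000/well) expressing the ELG1-luciferase fusion are dosed by pin tool and kept 16 hr at 37 °C, 5% CO2. Signal comes from ONE-Glo luciferase reagent after 30 min at room temperature.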
# p53 reactivation: re-activators of mutant p53; AID 504706; 320,000 compounds, 0.063% hits; Potency, µM (titrated, usually from 92.2 µM), for the others: at the top dose activity change, positive = activation, actives largely listed as activators; H1299 p53-A138V BP100-luciferase reporter, luminescence, 24 h; further: % of control where 0% means no effect; nearly all actives have a fitted effect of over 45% in size
#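 p53-null H1299 cells stably carrying temperature-sensitive p53-A138V and a BP100-luciferase reporter were pinned with compounds (4-point, 1:5 series) and held 24 hrs at 37 deg C. Luminescence was read 10 min after detection reagent.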
# VP16 counter: counter-screen for ROR gamma inhibitors: Gal4-VP16 reporter; Drosophila S2 Gal4-VP16 UAS-luciferase, luminescence, 20 h; Potency, µM (doses to about 53.6 µM), without a hit: top-dose activity, negative = inhibition, most hits filed as inhibitors; 310,000 compounds, 3.5% hits;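 further: Gal4-VP16 expression switched on by copper sulfate through the metallothionein promoter; on the % scale 0 is the no-effect control and ±100 the full control effect; nearly all actives have a fitted effect of over 50% in size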
# NPC1 prom act: NPC1 promoter activation; Huh7 NPC1 promoter luciferase reporter, 24 h; Potency, µM (titrated, usually from 9.22 µM), for inactives: at the top dose activation, actives largely listed as activators; 320,000 compounds, 2.4% hits;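 further: % of control where 0% means no effect; nearly all actives have a fitted effect of over 60% in size; reporter is driven by a mutant NPC1 promoter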
#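 In 1536-well qHTS, Huh7 cells harboring an NPC1 promoter–luciferase construct received compound for 24 h; activation was quantified by luminescence following luciferase reagent addition.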
# FLuc modulator: counter-screen for miR-21 project: firefly luciferase inhibitors or activators | purified FLuc, Km substrates, luminescence inhibition | Potency, µM (highest dose often 57.5 µM), for the others: top-dose activity change, negative = inhibition, most hits filed as inhibitors | AID 588342 | 360,000 compounds, 6.9% hits;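 further: plate controls were vehicle for no effect and reference inhibitor for full effect; nearly all actives have a fitted effect of over 55% in size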
#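 Purified P. pyralis luciferase (10nM final) with 10uM D-luciferin and 10uM ATP (Km levels) in 50mM Tris acetate pH 7.5, 10mM Mg acetate, 0.01% Tween-20, 0.05% BSA; qHTS 6-point titration, ~60 µM downward; luminescence read.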
# * hit, by the source's call; ? = inconclusive; . = no result given; & = joins results of further samples; [ ] = dose if it differs, or a comment. Unless noted, the call rests on the fitted dose curve; in most records, active means well fitted curve in the direction sought with a large enough effect; inconclusive means small, poorly fitted or top-dose-only effect, or another doubt; inactive means no such curve, though single readings can be large; an effect the other way counts as inactive or inconclusive. Potency means the concentration at half of the fitted maximal effect.
no.	Structure	RORg inh	uPA generation	BRCA1 expr up	Rab9 prom act	MBNL1 CUG block
1	CS(=O)(=O)N1CCCC(C(=O)NCc2ccco2)C1 (stereo not given)	1%	5%	-4%	0%	-5%
2	NC(=S)Nc1cccc2cnccc12	-33%	-3%	-1%	2%	17%
3	CN(Cc1nccn1C)C(=O)CC1C(=O)NCCN1Cc1ccc(F)cc1Cl (stereo not given)	-22%	21%	-6%	3%	-2%
4	Cc1cccc(-c2oc(C)c(C)[n+]2[O-])c1	5%	.	4%	-2%	6%
5	O=C(CSc1nnc2sc3ccccc3n12)NCc1ccco1	9%	.	-50%	3%	2%
6	CCOC(=O)COc1cc2oc(=O)cc(C)c2cc1[N+](=O)[O-]	-5%	12%	2%	-2%	5%
7	CC(=O)Nc1nc2ccccc2n1CCN(C)C	?	6%	13%	10%	-13%
8	COc1ccc(/C(O)=C2/C(=O)C(=O)N(CCN3CCOCC3)C2c2ccc(C)cc2)cc1 (stereo not given)	-1%	0%	-9%	16%	19%
9	CC(=O)c1ccc(N2CCN(CC(=O)NC(=O)NCc3ccccc3)CC2)cc1	.	14%	17%	0%	.
10	O=C(Nc1ccccc1)C1C2/C=C\CCCCC21 (stereo not given)	42%	-7%	81%	4%	0%

no.	ELG1 genotoxic	p53 reactivation	VP16 counter	NPC1 prom act	FLuc modulator
1	-3%	2%	-4%	0%	1%
2	-7%	-5%	-9%[0.365 µM]	-2%	7%
3	3%	9%	-5%	1%	7%
4	14%	0%	-8%	-3%	3%
5	0%	3%	0%	-5%	?
6	4%	2%	-1%	-6%	-1%
7	0%	2%	?	1%	1%
8	2%	1%	8%	3%	5%
9	0%	0%	.	-2%	-2%
10	5%	-2%	23%	3%	?

# The list continues.
no.	Structure	RORg inh	uPA generation	BRCA1 expr up	Rab9 prom act	MBNL1 CUG block
11	COc1cccc(CNC(=O)C2CCN(S(=O)(=O)c3ccc(-n4cnnn4)cc3)CC2)c1	-1%	3%	-16%	-1%	-7%
12	Cc1ccc(S(=O)(=O)NCCCNS(=O)(=O)c2ccccc2Br)cc1	.	6%	-11%	.	.
13	O=S(=O)(NCc1ccccc1Cl)c1ccc(-n2cccn2)cc1	?	-10%	-9%	0%	-1%
14	C[C@H](CO)N1C[C@H](C)[C@@H](CN(C)S(=O)(=O)c2cccs2)Oc2c(NC(=O)Nc3ccccc3)cccc2C1=O	.	14%	12%	.	.
15	C[C@@H](NC(=O)[C@@H]1Cc2ccccc2CN1C(=O)OC(C)(C)C)C(=O)NC1CCCC1	3%	-7%	-17%	-8%	-9%
16	CC(=O)c1ccc(-c2ccc(C(=O)N3CCC(C(N)=O)CC3)o2)cc1	.	?	15%	29%	.
17	O=C(NNC(=O)C12CC3CC(CC(Cl)(C3)C1)C2)c1ccncc1	.	4%	-9%	4%	.
18	Cc1cn2c(nc1=O)OC1CC2OC1CO (stereo not given)	3%	13%	7%	6%	-2%
19	NC(=O)CSc1nc2c(c(=O)n1-c1ccccc1)C1(CCCCC1)Cc1ccccc1-2	-23%	1%	0%	-2%	17%
20	CCCSc1cc(N2CCCC2)nc(-c2ccccc2)n1	-3%	3%	-25%	-2%	-5%

no.	ELG1 genotoxic	p53 reactivation	VP16 counter	NPC1 prom act	FLuc modulator
11	0%	-1%	-8%	1%	0%
12	0%	-1%	.	.	.
13	-5%	-4%	-4%	1%	0%
14	0%	-1%	.	.	.
15	1%	-12%	-19%	-1%	1%
16	?	8%	.	?	?
17	1%	1%	.	1%	5%
18	0%	2%	-2%	-1%	-2%
19	-4%	-5%	-10%	0%	2%
20	-1%	-2%	2%	-1%	2%

# The list goes on:
no.	Structure	RORg inh	uPA generation	BRCA1 expr up	Rab9 prom act	MBNL1 CUG block
21	COc1ccc(-n2nc3c(N4CCC(C(=O)NCc5ccccc5C)CC4)nnc(C)c3c2C)cc1	-6%	-11%	-1%	-10%&-4%	40%[activator]
22	CC(=O)N(/N=C1\Sc2ccccc2C1=O)c1cccc(C)c1	7.1µM*	4%	-22%	14%	?
23	Cc1ccc2occ(/C=N/O)c(=O)c2c1	0%	-7%	57%	-9%	-4%
24	O=C(Cn1nnc(-c2cccs2)n1)NCc1ccccc1	9%	-2%	44%	-1%	-5%
25	O=C(NCCc1c[nH]c2ccccc12)c1cnccn1	?	-7%	39%	18%	-12%
26	O=C(NN=C1CCCC1)c1ccc(O)cc1O	7.9µM*	?	0%	-5%	3%
27	Cc1nc2ccccc2c(=O)n1NC(=O)C1CCCCC1	5%	-6%	7%	-2%	-9%
28	Oc1ccc(/C=N/NC(=S)Nc2cccnc2)c(O)c1	-36%	-19%	-67%	-18%	47%[activator]
29	Cc1ccc(SCCN)cc1C	19%	-2%	-24%	8%	.
30	Cc1ccccc1CC1(CO)CCCN(C(=O)Cc2c(F)ccc(F)c2F)C1 (stereo not given)	?	-26%	-39%	2%	-2%

no.	ELG1 genotoxic	p53 reactivation	VP16 counter	NPC1 prom act	FLuc modulator
21	2%	?	1%	-4%&-2%	3%&1%
22	?	?	?	?	11µM*
23	2%	?	-3%	-1%	?
24	4%	-9%	1%	0%	-6%
25	10%	12%	-4%	18%	-12%
26	8%	8%	11µM*	2%	-5%
27	-3%	-8%	7%	-5%	6%
28	?	?	?	-2%	21µM*
29	-4%	14%	-10%	1%	0%
30	-3%	-37%[inhibitor]	-24%	-5%	0%

# (next part)
no.	Structure	RORg inh	uPA generation	BRCA1 expr up	Rab9 prom act	MBNL1 CUG block
31	O/N=C/c1ccc(OCc2ccccc2F)c(Cl)c1	-18%	-3%	2.8µM*	1.6µM*	-2%
32	COc1ccc(CCn2c(-c3ccco3)nc3nc4ccccc4nc32)cc1	4%	-2%	12%	2%	?
33	Cn1c(SCc2ccccc2Cl)nc(C(F)(F)F)cc1=O	26%	.	0%	-4%	1%
34	COc1ccc(NC(=O)CSCC(=O)N2CCN(c3cccc(C(F)(F)F)c3)CC2)cc1	.	0%	-7%	-1%	.
35	C/C(CC(=O)Nc1ccc(Cl)c(Cl)c1)=N\NC(=O)C(=O)N1CCCCC1	-5%	-2%	24%	-2%	-1%
36	CCOC(=O)c1ccc(CNC(=O)c2n[nH]c(=O)c3ccccc23)o1	-15%	2%	3%	-2%	-21%
37	CC(C)C[C@H]1CN=C(Nc2ccccc2)N1CC1CCC(C)CC1 (stereo not given in full)	-11%	?	-49%	-3%	-7%
38	O=C(O)C1C2C=CC(C2)C1C(=O)NC(c1ccccc1)c1ccccc1 (stereo not given)	0%	.	-22%	1%	3%
39	C[C@H](CO)N1C[C@H](C)[C@@H](CN(C)CC2CCCCC2)Oc2c(NS(=O)(=O)c3cn(C)cn3)cccc2C1=O	.	11%	2%	.	.
40	CCn1nc(C(=O)Nc2ccc(S(=O)(=O)Nc3nccs3)cc2)c2ccccc2c1=O	-16%	-1%	4%	1%	6%
41	Cc1cccc(C)c1OCC(=O)Nc1cccc(S(=O)(=O)N2CCCC2)c1	.	-9%	-14%	-7%	.
42	COc1ccc(Cl)cc1S(=O)(=O)N1CCN(C(=O)c2cc(OC)c(OC)c(OC)c2)CC1	?	-4%	-3%	0%	-18%
43	Cc1cccc(N/C(N)=N/c2nc(CSc3ccc(Cl)cc3)cc(=O)[nH]2)c1	-5%	?	-6%	0%	-17%

no.	ELG1 genotoxic	p53 reactivation	VP16 counter	NPC1 prom act	FLuc modulator
31	5.2µM*	?	-15%	?	2.7µM*
32	-1%	-5%	?	5%	-7%
33	1%	-17%	-8%	-5%	-13%
34	2%	-8%	.	-2%	-7%
35	-4%	-1%	1%	-3%	0%
36	-2%	-4%	-1%	6%	-1%
37	-8%	.	3%	1%	-1%
38	-1%	0%	4%	-3%	0%
39	1%	-6%	.	.	.
40	5%	-14%	-1%	0%	4%
41	-7%	-8%	.	-6%	-3%
42	-4%	-10%	-4%	-2%	1%
43	17%	0%	5%	-2%	-2%

# Screening results as filed in PubChem.
